LEDGF integ inh: blocks HIV-1 LEDGF/p75-dependent DNA integration; TR-FRET IN-LEDGF/p75 DNA integration, Eu/Cy5; inhibition, % at 3.7 µM; actives 0.64% (n = 370,000);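 active means inhibition above the screen-wide mean plus 3 SD, cut at about 13% in these data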;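 further: signal is the Cy5 over europium emission ratio at 671 and 618 nm; 0% = plate median of compound wells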
mABHD4 FP: inhibitors of mouse ABHD4; purified mABHD4, FP-Rh probe fluorescence polarization; inhibition, % at 8.92 µM; actives 0.54% (n = 370,000);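 active means inhibition exceeding the mean over every tested compound plus 3 SD, cut at about 30% in these data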;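 further: 0% = plate median of compound wells and 100% = S159A mutant with DMSO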
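Test system: mABHD4 protein | Buffer or medium: HEPES pH 7.0 buffer, 150 mM NaCl, 0.01% Pluronic F-127 | Probe or stimulus: FP-Rh fluorescent activity-based probe, added after compound pre-incubation | Timing: Pre-incubation 45 min, probe exposure 60 min, at 25 °C | Technique: Fluorescence polarization, excitation 525 nm, emission 598 nm, BODIPY TMR filters | Repeats: Single well per compound (singlicate)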
UHRF1 MBD2 ctr: blocks human UHRF1 binding to methylated DNA | actives 0.75% (n = 370,000) | Q96T88 | AID 687016 | inhibition, % at 4.4 µM | UHRF1 binding to methylated oligo, TR-FRET; in the data active means inhibition above about 21%;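 further: UHRF1 SRA domain binding a hemimethylated CpG hairpin DNA probe; 0% = median of test compound wells and 100% = reference inhibitor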
DDE Tn7 FP inh: disrupts Tn7 cyclic peptide binding to fibrin D-Dimer-E complex; P02675; FP displacement of FITC-Tn7 peptide from fibrin DD(E); 0% = median of compound wells per plate; inhibition, % at 8.3 µM; actives 0.13% (n = 370,000);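 active means inhibition above the mean of compounds falling within the control limits plus 3 SD of them, cut at about 14% in these data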;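 further: 0% = plate median of compound wells and 100% = 10 µM Aha-Tn7 peptide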
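Also added: labelled Tn7 tracer, 0.1 µM; Assay system: human fibrin DD(E) protein; Amount: 2 µM fibrin DD(E); Schedule: 10 min compound pre-incubation, 3 h probe incubation at room temperature; Repeats: one replicate per compound; Read-out basis: percent inhibition; Measured by: fluorescence polarization of the labelled Tn7 tracer.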
TCR-CD3 inh: inhibitors of human TCR-CD3 interaction; TAMRA-labeled TCR probe fluorescence, biochemical; inhibition, % at 9.4 µM; actives 0.37% (n = 360,000); AID 651800; in the data active means inhibition above about 19%;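 further: recombinant mutant TCR 2C K166C tagged with TAMRA read by polarization; 0% = receptor in buffer alone and 100% = receptor with positive control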
PG9 Ab binder: binds the HIV-1 gp120 antibody PG9; TR-FRET gp120-PG9 antibody binding; inhibition, % at 6.7 µM; actives 0.43% (n = 360,000); AID 624416; in the data active means inhibition above about 8.5%
TDP2 inh: blocks human TDP2 phosphodiesterase activity; AID 720702; inhibition, % at 12.8 µM; O95551; recombinant TDP2, T5PNP hydrolysis, p-nitrophenol absorbance 415 nm; actives 0.34% (n = 370,000);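 active means inhibition above the mean of all tested compounds plus 3 SD, set per campaign, cut at about 25% in these data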;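 further: 0% = DMSO with enzyme and 100% = buffer with substrate but no TDP2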
Target sequence (O95551 whole entry, looked up): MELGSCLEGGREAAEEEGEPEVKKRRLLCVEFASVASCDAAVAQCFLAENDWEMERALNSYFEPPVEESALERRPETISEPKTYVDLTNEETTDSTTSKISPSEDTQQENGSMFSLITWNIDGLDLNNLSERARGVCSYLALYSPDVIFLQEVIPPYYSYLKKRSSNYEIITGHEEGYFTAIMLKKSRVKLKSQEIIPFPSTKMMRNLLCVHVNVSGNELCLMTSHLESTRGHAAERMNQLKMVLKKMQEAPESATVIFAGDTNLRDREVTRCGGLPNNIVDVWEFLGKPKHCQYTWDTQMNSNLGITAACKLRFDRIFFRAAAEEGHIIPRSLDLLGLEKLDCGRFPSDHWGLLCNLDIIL
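Evaluation: % inhibition relative to enzyme-containing and enzyme-free wells. Material: recombinant human TDP2. Benchmarks: enzyme-free and DMSO wells. Timing: enzyme reaction with compound for 2 h at 37 °C. Compound dosing: 12.8 µM only. Measured by: p-Nitrophenol epi absorbance. Reagent: T5PNP substrate at 5 mM, a TopII-DNA adduct mimic. Replication: single well per compound.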
PRMT1 inh: inhibitors of human PRMT1 | Q99873 | recombinant PRMT1, activity-based probe fluorescence polarization | inhibition, % at 2.79 µM | actives 1.3% (n = 370,000);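 active means inhibition above about 21% made by adding two undisclosed values, limit read from the data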
SIAE primary: human SIAE inhibition, primary screen; inhibition, % at 9.66 µM; SIAE FP-Rh probe binding, fluorescence polarization; actives 0.69% (n = 370,000); Q9HAT2;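 active means inhibition above a cutoff: mean of compounds within the control limits plus 3 SD of those, cut at about 17% in these data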;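 further: 0% = plate median of compound wells and 100% = probe without SIAE protein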
HTRA1 inh: inhibitors of human serine peptidase HTRA1; Q92743; actives 0.5% (n = 340,000); inhibition, % at 5.96 µM; recombinant HTRA1, FP-rhodamine activity-based probe, fluorescence polarization; AID 504803; in the data active means inhibition above about 36%;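 further: 0% = enzyme with DMSO and 100% = wells lacking enzyme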
Target sequence (Q92743 whole entry, looked up): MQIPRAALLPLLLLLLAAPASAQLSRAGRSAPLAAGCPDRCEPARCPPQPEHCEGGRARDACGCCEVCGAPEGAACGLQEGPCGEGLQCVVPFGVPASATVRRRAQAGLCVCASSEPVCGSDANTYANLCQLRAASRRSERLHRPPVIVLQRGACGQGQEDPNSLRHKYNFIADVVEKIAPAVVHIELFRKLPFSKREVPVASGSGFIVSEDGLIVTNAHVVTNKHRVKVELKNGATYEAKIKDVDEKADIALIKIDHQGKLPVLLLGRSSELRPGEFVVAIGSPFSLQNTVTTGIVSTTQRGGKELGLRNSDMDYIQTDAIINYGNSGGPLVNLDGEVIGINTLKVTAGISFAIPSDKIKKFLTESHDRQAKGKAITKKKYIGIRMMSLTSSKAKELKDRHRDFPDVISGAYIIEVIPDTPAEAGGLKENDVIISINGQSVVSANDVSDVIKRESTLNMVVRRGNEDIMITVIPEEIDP
* marks the source's active call; other numbers are inactive results; x = not tested or not shown; & = joins results of further samples. No enrichment for hits. About 4.2% of those tested had a hit in this group.

canonical_smiles	LEDGF integ inh	mABHD4 FP	UHRF1 MBD2 ctr	DDE Tn7 FP inh	TCR-CD3 inh	PG9 Ab binder	TDP2 inh	PRMT1 inh	SIAE primary	HTRA1 inh
Cn1c(=O)c2c(ncn2CC(=O)OCC(=O)Nc2cccc(Cl)c2)n(C)c1=O	-2.3	6.1	0.3	-1.6	9.1	-2.4	-7.2	-1.3	-5.5	7.0
N#Cc1cc2c(=O)n3ccccc3nc2n(Cc2ccco2)c1=NC(=O)c1ccco1	30.1*	3.7	22.0*	-12.1	2.8	-1.9	6.2	31.9*	-4.6	-0.9
O=C(NCCCNc1ccc([N+](=O)[O-])cc1Cl)c1ccccc1F	6.8	-2.3	-2.0	5.9	-3.1	-2.3	-11.0	-6.8	-1.3	-10.7
C[C@@H]1ON(C)[C@H]2C[C@H]3c4[nH]c5c(-c6ccc(Cl)cc6)cccc5c4CCN3C(=O)[C@@H]12	1.3	5.3	0.6	-1.6	0.7	-2.0	-8.5	1.3	3.7	x
CC(C)N1CCc2c(sc(NC(=O)CCS(=O)(=O)c3ccccc3)c2C#N)C1	2.4	-4.4	-0.7	-6.4	-6.8	-1.6	8.7	2.5	12.9	2.8
Cc1ccc(NC(=O)CNc2ccc(OC(C)C)cc2)cc1	-2.6	7.3	-0.9	0.0	2.8	-0.4	1.0	0.7	9.6	-1.3
O=C(Nc1ccccc1NC(=O)NC1CCCCC1)NC1CCCCC1	8.2	-8.4	4.6	-1.8	-1.6	0.2	-1.0	2.6	-2.6	4.2
CC1CN(Cc2nc3c(c(=O)[nH]c(=O)n3C)n2CCCc2ccccc2)CC(C)O1 (centres undefined)	-2.1	3.6	1.6	4.8	2.8	0.8	-7.0	-2.2	-2.3	-2.9
CC(C)(C)c1ccc(C(=O)CC(=O)c2cc(Cl)ccc2O)cc1	-1.0	0.4	-0.5	1.7	2.4	-2.8	11.2	-1.8	-3.7	-12.9
Cc1cc(C)c(OC2(c3ccccc3)OC(=O)c3ccccc32)c(C)c1 (centres undefined)	31.0*	-4.5	-1.0	6.8	3.8	0.3	1.9	0.0	7.2	-30.3
O=C(c1ccco1)n1nc(NCc2ccccc2)nc1NCc1ccccc1	-0.3	-5.3	-1.4	-3.4	3.8	-0.1	-5.0	-2.2	-4.9	-17.9
COc1ccc(C(CNC(=O)CCOc2ccccc2)N(C)C)cc1 (centres undefined)	-1.4	-1.6	-1.6	2.9	3.2	-0.7	2.8	-4.3	4.3	4.9
C[C@@H]1CN([C@H](C)CO)C(=O)CCCn2cc(nn2)CO[C@H]1CN(C)C(=O)c1ccccc1	0.0	9.3	-1.6	5.5	-0.8	0.4	7.2	2.5	-0.7	x
CCOC(=O)c1c(C)[nH]c(C(=O)OCC(=O)N(C)c2c(N)n(Cc3ccccc3)c(=O)[nH]c2=O)c1C	-3.2	-2.2	1.8	4.2	-3.3	-1.0	8.5	3.8	-1.6	-0.8
CCOC(=O)c1ccccc1NC(=O)CSc1nc(N)cc(=O)[nH]1	1.5	-0.1	-1.0	2.9	8.3	0.6	5.7	0.3	-2.7	3.5
Cc1ccc(OCc2n[nH]c(=S)n2Cc2ccccc2)cc1	-0.5	-4.4	-1.0	-1.6	-5.5	3.0	5.9	6.2	2.2	-5.7
Cn1c(=O)c2c(ncn2CC(=O)OCC(=O)NCCc2ccccc2)n(C)c1=O	-2.8	10.9	1.7	-3.5	0.8	-0.8	5.1	0.7	1.7	-0.4
CCn1cc(CN2CCCC(C(=O)Nc3ccc(-c4nc5ccccc5[nH]4)cc3)C2)c(C)n1 (centres undefined)	-0.7	-11.5	8.4	-0.9	1.0	-1.9	3.5	-0.9	0.3	-7.9
Cc1ccc2c(c1)C1CN(C)CCC1N2C(=S)Nc1ccc(OC(F)F)cc1 (centres undefined)	-5.6	4.0	1.4	2.7	3.8	0.8	10.2	5.6	19.0*	1.0
O=C(CSc1nc(NS(=O)(=O)c2ccccc2)cc(=O)[nH]1)Nc1ccc(F)cc1	2.0	-7.8	4.5	0.9	-5.2	1.4	-10.9	3.4	-4.3	-35.6
Cc1cccc(NC(=O)Cc2ccc(Br)cc2)n1	-0.9	-10.4	5.5	-2.4	-5.8	1.9	-24.8	4.4	-7.3	3.8
Cc1ccc(NC(=O)C(C)N2C(=O)c3ccccc3C2=O)cc1S(=O)(=O)N1CCOCC1 (centres undefined)	-3.6	-0.2	-1.4	0.2	-2.4	2.1	0.3	-2.4	-2.8	-4.8
COc1cccc(-c2cnc3c(NC=O)cc(-c4ccc(N5CCN(C)CC5)cc4)cn23)c1	3.4	8.3	-1.7	2.7	-5.5	-3.6	1.3	-1.0	7.1	x
C/C(CC(=O)N(C(C)C)C(C)C)=N\NC(=O)COc1ccc(Br)cc1Br	0.4	-2.4	-0.1	-9.4	5.0	0.7	6.7	0.1	-2.3	-13.2
COC(=O)[C@H](CC(C)C)NC(=O)NCc1ccc(Cl)cc1	3.6	-2.1	-2.2	4.8	0.1	-1.7	4.0	-0.6	8.4	5.3
Cc1ccc(S(=O)(=O)N2CCOCC2)cc1NC(=O)CNC(C)c1ccccc1 (centres undefined)	-0.5	7.8	1.1	-0.6	1.5	0.2	2.2	1.9	2.3	2.7
O=C(O)c1ccccc1S(=O)(=O)NCC(O)COc1ccc(Br)cc1 (centres undefined)	-1.5	-1.4	-1.8	9.5	1.7	-0.4	0.2	-0.4	5.3	3.3
CCCCC1(C)Cc2ccccc2C(=S)N1 (centres undefined)	-3.5	-0.4	-1.5	-0.7	-3.1	-1.8	1.7	-2.6	1.6	0.6
Cc1nc(C)c(C(=O)OCC(=O)Nc2ccc(C)c(C)c2)s1	2.7	-2.2	-2.3	3.8	4.6	1.3	4.7	0.2	0.0	3.9
Cc1cccc(N2C(=O)CC(N(C(=O)c3ccco3)c3cccc(C)c3)C2=O)c1 (centres undefined)	-2.3	3.1	3.6	-6.8	-8.1	0.5	9.7	5.4	-3.3	-20.1
COc1ccc(NC(=O)CN(C)C(=O)c2cc(S(=O)(=O)N(C)C)ccc2N2CCCC2)cc1	1.2	1.5	0.4	2.9	3.0	-0.2	11.8	-1.7	-1.3	-6.2
COc1ccc(N(Cc2ccc(N(C)C)cc2)C(=O)c2ccc(S(C)(=O)=O)cc2)cc1	-3.1	-0.7	-1.9	2.2	-1.7	-0.9	2.7	-1.1	4.7	-2.8
CN(C)C(=O)CSc1nc(-c2cccs2)c(-c2cccs2)[nH]1	0.6	5.9	0.1	-2.2	-2.9	0.2	4.0	-3.2	6.2	2.5
NS(=O)(=O)c1ccc(CCNC(=O)C(=O)NCC2OCCN2S(=O)(=O)c2ccc(F)cc2)cc1 (centres undefined)	-0.9	9.4	0.9	2.4	-9.1	-1.8	0.3	-0.2	-3.0	-1.8
Cc1ccc(-n2cc(CNCCc3ncc(C)[nH]3)c(-c3ccc(F)cc3)n2)cc1	8.8	8.9	-0.6	-1.0	-0.2	-2.2	-2.0	-6.9	13.1	-21.8
Cc1ccc(-n2nnnc2SCC(=O)NNC(=O)c2ccco2)cc1C	-1.6	2.8	-1.3	1.5	6.2	0.2	4.3	-0.8	5.4	-8.2
Cc1ccc(S(=O)(=O)N2CCN(C(=O)COC(=O)C3CCC3)CC2)c(C)c1	-3.6	-2.7	1.6	0.3	2.9	1.7	-7.7	-2.2	-0.1	2.0
CCN(CC)CCCNC(=O)C1CCN(C(=O)c2cc3sccc3n2Cc2ccc(F)cc2)CC1	-0.7	-0.3	2.9	5.7	7.6	0.1	2.0	-4.1	-23.2	0.8
O=C1NCC(O)=C1C=NC12CC3CC(CC(C3)C1)C2	-1.6&-2.0	5.8&2.6	-1.5&2.9	3.0&-5.8	1.9&-3.0	-1.5&-2.0	11.1&-2.0	-0.7&-2.0	0.7&-3.1	-0.7&1.8
CCCC(C)(C)C(=O)N1CCC1(C)C(=O)NS(=O)(=O)c1ccc(Cl)cc1 (centres undefined)	-0.8	3.1	1.1	11.2	-2.4	0.3	7.0	2.5	3.7	x
O=C(Nc1cccc(-c2cccc(Cl)c2)c1)C1CCN(Cc2nccs2)CC1	-0.7	-20.5	-1.8	-2.8	-0.9	0.1	3.3	-3.6	-9.3	-33.4
S=c1sc2c(N3CCOCC3)ncnc2n1-c1ccccc1	3.2	1.5	0.5	-0.1	4.5	-0.3	-2.9	-9.3	-7.1	-2.4
O=C(Nc1ccccc1)C1=C[C@@H](c2csc3ccccc23)C[C@@H](OCc2ccc(CO)cc2)O1	2.4	-34.3	2.2	-0.9	-1.3	-1.2	-9.5	2.3	-31.2	-99.0

Quoted from the listing, two compounds:
canonical_smiles	LEDGF integ inh	mABHD4 FP	UHRF1 MBD2 ctr	DDE Tn7 FP inh	TCR-CD3 inh	PG9 Ab binder	TDP2 inh	PRMT1 inh	SIAE primary	HTRA1 inh
CCCC(C)(C)C(=O)N1CCC1(C)C(=O)NS(=O)(=O)c1ccc(Cl)cc1 (centres undefined)	-0.8	3.1	1.1	11.2	-2.4	0.3	7.0	2.5	3.7	x
O=C(Nc1cccc(-c2cccc(Cl)c2)c1)C1CCN(Cc2nccs2)CC1	-0.7	-20.5	-1.8	-2.8	-0.9	0.1	3.3	-3.6	-9.3	-33.4
